# ER stress surv: ER stress cell death inhibition. CSM14.1 thapsigargin ER stress survival, ATP luminescence. hit rate 0.33% among 48,000. relative survival (cellular ATP), % at 15 µg/mL (by protocol);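 active = survival measured by cellular ATP above 50% at 15 µg/ml in the first screen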;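 also: cell death triggered by about 15 µM thapsigargin; ATP read 24 h after thapsigargin was added; plate controls were thapsigargin with DMSO for no effect and DMSO without thapsigargin for full effect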
# * marks the source's active call; other numbers are inactive results.
Structure | ER stress surv
CC1(C(=O)NNC(=O)c2ccccc2)CC2C=CC1C2 (stereo not drawn) | 0
COc1ccc(-n2c(C)c([N+](=O)[O-])c3ccc(O)c(CN(CCO)CCO)c32)cc1 | -3
O=C(CSCc1cccc(Br)c1)NCc1ccccc1 | 3
C=CCSC1=C(C#N)C2(CCCCC2)C(C#N)C(=O)N1 (stereo not drawn) | 6
COc1ccc2c(c1)CC/C(=C\c1ccc(Br)cc1)C2=O | 4
CC1Cc2ccccc2N1C(=O)c1ccc(N2CCCCC2)c([N+](=O)[O-])c1 (stereo not drawn) | 2
COc1ccc(Cl)cc1C(=O)Nc1ccc(Cl)cc1 | 3
CN1C(=O)/C(=C2\SC(=O)NC2=O)c2cc(Br)ccc21 | 5
O=C(O)CN1C(=O)/C(=C\c2ccccc2OCc2ccccc2)SC1=S | 9
Cc1onc(-c2c(Cl)cccc2Cl)c1C(=O)N1CCCC1 | 15
COCCNC(=O)CN(c1cccc([N+](=O)[O-])c1)S(=O)(=O)c1ccccc1 | 12
COc1ccc(OC)c(C2/C(=C(\O)c3ccc(Cl)cc3)C(=O)C(=O)N2c2cc(C(C)(C)C)on2)c1 (stereo not drawn) | -4
CCOc1ccc(N(CC(=O)NCCCOC)S(=O)(=O)c2ccc(SC)cc2)cc1 | 10
CCOC(=O)CSc1nsc(SCC(=O)OCC)c1C#N | 8
Cc1cccc(OCC2=N/C(=C\N(C)C)C(=O)O2)c1 | 2

# 3 entries already listed, sorted by length of the SMILES, largest number first:
Structure | ER stress surv
COc1ccc2c(c1)CC/C(=C\c1ccc(Br)cc1)C2=O | 4
Cc1onc(-c2c(Cl)cccc2Cl)c1C(=O)N1CCCC1 | 15
CCOC(=O)CSc1nsc(SCC(=O)OCC)c1C#N | 8

# (next part)
Structure | ER stress surv
Nc1n[nH]c(N)c1N=Nc1ccccc1F | 1
O=C(CSc1nc2ccccc2[nH]1)N/N=C/c1ccccc1Br | 3
N/C(=N/OCc1cccc([N+](=O)[O-])c1)c1nonc1N | 7
CC(=O)NC(NC(C)=O)c1ccc(N(C)C)cc1 | 0
O=C(c1ccc2c(c1)OCCO2)N1CCCCC1 | 7
CC1(O)N(CC(=O)c2cccs2)C(=O)OC12CCCCC2 (stereo not drawn) | 1
Cc1sc(NC(=O)C2CC(O)CN2C(=O)OC(C)(C)C)nc1-c1ccccc1 (stereo not drawn) | -4
CCOc1ccc(C(=O)Nc2c(C)cc(Br)cc2C)cc1 | 0
CC1CCCCN1CC#CC(O)(c1ccccc1)c1ccccc1 (stereo not drawn) | -12
CN1C(=O)NC(=O)/C(=C\c2cccc(O)c2)C1=O | 9
CCOc1ccc(/C=C2\C(=O)NC(=O)N(c3cccc(Br)c3)C2=O)cc1Cl | -4
CCOC(=O)Nc1nnc(CC(C)C)s1 | -2
COc1ccc(CN2CCN(S(=O)(=O)c3ccc(C)cc3)CC2)cc1Br | 7
CCOC(=O)c1sc(NC(=O)COc2cc(Cl)ccc2Cl)c(C(=O)OCC)c1C | 8
C=CCc1cccc(/C=N\NC(=O)CN2CCN(Cc3ccccc3)CC2)c1O | -1

# Next part (5 carried over from the part before).
Structure | ER stress surv
CCOc1ccc(/C=C2\C(=O)NC(=O)N(c3cccc(Br)c3)C2=O)cc1Cl | -4
CCOC(=O)Nc1nnc(CC(C)C)s1 | -2
COc1ccc(CN2CCN(S(=O)(=O)c3ccc(C)cc3)CC2)cc1Br | 7
CCOC(=O)c1sc(NC(=O)COc2cc(Cl)ccc2Cl)c(C(=O)OCC)c1C | 8
C=CCc1cccc(/C=N\NC(=O)CN2CCN(Cc3ccccc3)CC2)c1O | -1
O=C1C(=Cc2cccc3ccccc23)C(=O)c2ccccc21 | -2
CCOC(=O)c1c(NC(=O)CNc2ccc(C)cc2)sc2c1CC(C)(C)OC2 | 23
CC(C)c1ccc(N(CC(=O)NC(C)c2ccccc2)S(=O)(=O)c2ccccc2)cc1 (stereo not drawn) | -3
COc1cc(C(C2=C(O)CC(C)(C)CC2=O)C2C(=O)CC(C)(C)CC2=O)cc(OC)c1OC (stereo not drawn) | 6
COc1ccc(Br)cc1/C=N/NC(=O)C1CC(c2ccccc2)(c2ccccc2)C1 | 10
COC(=O)c1c(C)nc2n(Cc3ccccc3Cl)c3ccccc3n12 | 1
CC(=O)c1c(C)[nH]n(-c2ccccc2)c1=O | 11
O=C(c1cccc(Cl)c1)N1N=C(c2ccc(Cl)cc2)CC1(O)C(F)(F)F (stereo not drawn) | 14
CS(=O)(=O)c1ccc2nc(NC(=O)c3ccccc3)sc2c1 | -2
CCOC(=O)c1ccccc1NC(=O)CC1Sc2ccc(C(F)(F)F)cc2NC1=O (stereo not drawn) | 0
CC(CCc1ccc(C(=O)CCCC(=O)O)s1)CC(=O)O (stereo not drawn) | 9
Cc1ccccc1OCCCCNCCO | -3
CCOC(=O)c1cc(CC)sc1NC(N)=O | 2
CC(C)(C)c1cc(N)c(O)c(C(C)(C)C)c1 | 7
Cc1ccc(C)c(NC(=O)CN(c2ccc(Br)cc2)S(C)(=O)=O)c1 | 3

# (listing goes on)
Structure | ER stress surv
Cc1ccc(CN2CCN(N=Cc3ccc(C)s3)CC2)c(C)c1 | -2
COCCN1C(=O)C(=O)/C(=C(/O)c2ccccc2)C1c1ccc(O)c(OC)c1 (stereo not drawn) | -4
Cc1ccc(-c2csc(NC(=O)CCc3ccccc3)n2)cc1 | 18
CC(=O)C12c3ccccc3C(c3ccccc31)C1C(=O)N(c3cccc(C(F)(F)F)c3)C(=O)C12 (stereo not drawn) | 4
C/C(=N\NC(=O)c1[nH]nc(-c2ccccc2)c1C)c1ccc(O)cc1 | 4
CCOC(=O)c1c(N)sc2c1CC(C(C)C)OC2 (stereo not drawn) | 12
COc1ccccc1C(=O)O/N=C1/C(=O)N(C)c2ccccc21 | 11
COc1cc(NC(=O)c2ccccc2[N+](=O)[O-])cc(OC)c1 | 11
CCOC(=O)c1c(NC(=O)c2cc3ccccc3oc2=O)sc(C(=O)CC)c1C | -2
Cc1cc(O)ccc1N=Cc1ccc(N2CCOCC2)cc1 | 20
COc1ccc(S(=O)(=O)NCCc2ccccc2)cc1OC | 1
COC(=O)CN1C(c2ccccc2)=Nc2ccc(Br)cc2C1c1ccccc1 (stereo not drawn) | 13
C=CCN1C(=O)NC(=O)/C(=C/c2ccc(OC)c(OCc3ccc(Cl)cc3)c2)C1=O | 6
CCN(CC)CC#CC(C)(C)OC(C)=O | 10
Cc1ccc(C(=O)NCc2ccccc2)cc1S(=O)(=O)N1CCCCC1 | 16

# (next part)
Structure | ER stress surv
Cc1ccc(C)c(OCC(O)CN2CCN(Cc3ccccc3)CC2)c1 (stereo not drawn) | -7
COC(=O)C1=C(C)N(C)C(C)=C(C(=O)OC)C1c1ccc(OC)cc1OC | 0
O=C1NC(=O)N(c2ccccc2)C(=O)/C1=C\c1cccc([N+](=O)[O-])c1 | 0
COc1ccc(-c2c(C#N)c(N)nc(SCC(=O)c3ccc(O)c(O)c3)c2C#N)cc1 | -4
C/C(=N\NC(=O)C(C)Sc1nc(C)cc(C)n1)c1ccccc1O (stereo not drawn) | 10
CN(C)c1ccc(/C=C2\SC(N3CCN(C4=NC(=O)/C(=C\c5ccc(N(C)C)cc5)S4)CC3)=NC2=O)cc1 | 6
COc1ccccc1NC1=NC2(CCCC2)N=C(N)N1 | -5
CCN(CC)c1ccc(NC(=O)c2ccccc2)cc1 | -4
O=C(Nc1ccc(-c2ccc(Cl)cc2)cc1)C1CC1 | 6
Cc1cc(C)n(-c2ccc3cccc([N+](=O)[O-])c3n2)n1 | 6
CCOc1cc(C=O)c(Br)cc1O | -6
O=C(NCC12CC3CC(CC(C3)C1)C2)N1CCOCC1 | -2
CCOC(=O)C1=C(O)/C(=C/c2cc(OC)c(OC)c(OC)c2)SC1=Nc1ccc(C)cc1 | 3
O=[N+]([O-])c1ccc(N2CCCC2)c(Cl)c1N1CCCC1 | 0
Cc1ccc(NCCC(=O)c2ccc(Br)cc2)cc1 | 15

# (more compounds)
Structure | ER stress surv
CN1CCOCCOCCN(C)C1=O | 6
CCOC(=O)c1c(-c2ccccc2)oc2ccc(OC(=O)c3cccc([N+](=O)[O-])c3)cc12 | -1
COC(=O)c1ccc(N2C(=O)c3ccc4c5c(ccc(c35)C2=O)C(=O)N(c2ccc(C(=O)OC)cc2)C4=O)cc1 | 2
Cc1ccc(OCC(=O)N/N=C\c2cc(Cl)cc(Br)c2O)cc1 | 3
O=C(c1sc2ccccc2c1Cl)N1CCc2ccccc2C1 | -3
CCCCCC(=O)NNS(=O)(=O)c1ccc(Cl)cc1 | 14
CC(C)(C)c1nc(Cc2ccc([N+](=O)[O-])cc2)no1 | 5
COc1cc(/C=N\NC(=O)c2c(C)nc3sccn23)ccc1O | 16
COc1ccc(C2Nc3ccc(Br)cc3C(c3ccccc3)N2CC(=O)O)cc1 (stereo not drawn) | 4
COc1cccc(C2=NN(C(=O)Cc3ccccc3)C(O)(C(F)(F)F)C2)c1 (stereo not drawn) | 8
CCOc1ccc(N(CC(=O)NCc2ccco2)S(C)(=O)=O)cc1 | 0
CCOC(=O)c1c(NC(=O)c2ccc(-c3ccc([N+](=O)[O-])cc3)o2)sc2c1CCCC2 | -2
CCOC(=O)c1ccc(NC(=O)CC)cc1 | -6
C=CCNC(=O)C(=O)N/N=C/c1cccc(Br)c1 | 2
Cc1ccc2c(Cl)c(C(=O)NCc3ccncc3)sc2c1 | -1

# (list continues)
Structure | ER stress surv
Cc1ccccc1CNC(=O)c1ccccc1 | -1
CC1CCN(C(=O)c2ccccc2NC(=O)c2ccco2)CC1 | -3
CCOc1cc(/C=C2\C(=O)ON=C2C)ccc1O | -2
C=CCc1ccccc1OCC(=O)N/N=C/c1cccc(I)c1 | 8
O=C1C(=Cc2ccc(I)o2)C(=O)c2ccccc21 | 3
CCC(=O)Nc1ccc(O)c(-c2nc3cc(C)c(C)cc3o2)c1 | -3
O=C(Nc1ccc(NC(=O)c2cc3ccccc3o2)cc1)c1cccc(Cl)c1 | 14
C/C(=N/NC(=O)c1ccc2c(c1)OCO2)c1ccc(Br)s1 | -23
COCCCN1C(=O)/C(=C\c2ccccc2[N+](=O)[O-])C(C(=O)OC)=C1C | -2
COc1cccc(C2NC(=O)NC(C)=C2C(=O)Nc2ccccc2OC)c1 (stereo not drawn) | 5
O=C1NC(=Nc2ccc(O)cc2)S/C1=C\c1ccc([N+](=O)[O-])cc1 | 0
O=C(NCCCNc1ccc(Cl)cc1[N+](=O)[O-])c1ccccc1F | 0
COc1ccc2c(c1)N(S(=O)(=O)c1ccc(NC(C)=O)cc1)C(C)(C)C=C2C | 0
CC(=O)c1cccc(NC(=O)c2ccc(OCc3ccccc3)cc2)c1 | 1
O=C(NN1C(=O)/C(=C/c2c(Cl)cccc2Cl)SC1=S)c1ccncc1 | 4

# (cont.)
Structure | ER stress surv
CC(C)(C)c1ccc(S(=O)(=O)Nc2cc(Cl)ccc2Cl)cc1 | 4
CCN1C(=O)N(CC)C2C1N(COC(C)=O)C(=O)N2COC(C)=O (stereo not drawn) | -3
COc1ccc2c(c1)/C(=C1/SC(C(C)=O)=C(c3ccccc3)S1)C(=S)C(C)(C)N2 | -1
COc1ccc(N(CC(=O)O)S(=O)(=O)c2ccc(C)cc2)c(OC)c1 | 10
COc1ccc(/C=N/N2CCN(Cc3ccc(Cl)cc3)CC2)cc1OCc1ccccc1 | 5
O=C(Cc1ccccc1)Nc1ccc(N2CCCCC2)cc1 | 4
Cc1cc(C)c(NC(=O)c2cccs2)c(C)c1NC(=O)c1cccs1 | 8
COCCOC(=O)C1=C(C)NC(=O)CC1c1c(F)cccc1Cl (stereo not drawn) | 2
CC(=O)Nc1ccc(C2NN=C(c3ccc(C)cc3)S2)cc1 (stereo not drawn) | -5
COc1cccc(C2NC(=O)NC(C)=C2C(=O)OCCSC)c1OC (stereo not drawn) | 6
Cc1c(C)c2ccc(OC(C)C)c(C)c2oc1=O | 10
COc1cc(C(=O)N/C(=C/c2ccc(F)cc2)C(=O)NC(CCC(=O)O)C(=O)O)cc(OC)c1OC (stereo not drawn) | -2
O=C(NCCCO)c1ccccc1C(=O)c1ccccc1 | 4
O=C(NCc1ccccn1)c1cc([N+](=O)[O-])cc([N+](=O)[O-])c1 | 3
O=C1c2ccccc2C(=O)N1/N=C/c1ccccc1O | 7

# 3 entries from above, reformatted:
COCCOC(=O)C1=C(C)NC(=O)CC1c1c(F)cccc1Cl (stereo not drawn)
  ER stress surv = 2

CC(=O)Nc1ccc(C2NN=C(c3ccc(C)cc3)S2)cc1 (stereo not drawn)
  ER stress surv = -5

COc1cccc(C2NC(=O)NC(C)=C2C(=O)OCCSC)c1OC (stereo not drawn)
  ER stress surv = 6

# More entries:
Structure | ER stress surv
CCOc1ccc(C=Nc2ccc(I)cc2)cc1 | -1
Cc1ccccc1OCCCCCn1ccnc1 | 0
CCOc1cccc(C(=O)Nc2ccccc2C(=O)O)c1 | -4
O=C(NCCSCc1ccccc1)c1ccccc1Cl | 10
O=C1NC(=S)N/C1=C/c1ccc2c(c1)OCO2 | 5
O=C(Nc1c(C(=O)N2CCCCCC2)cnn1-c1ccccc1)c1cccc(F)c1 | -2
CC1=C(C(=O)OCCC#N)C(c2cc3c(cc2Br)OCO3)NC(=O)N1 (stereo not drawn) | 2
O=C1N=c2ccccc2=C1c1sc(=S)[nH]c1O | -5
CC(C)(C)C(C)(O)C#CCN1CCOCC1 (stereo not drawn) | -1
O=C(CCC1CCCC1)Nc1nc(-c2ccc(Cl)cc2)cs1 | 3
O=C(CCCC(=O)OCC(F)(F)C(F)F)Nc1cccc(F)c1 | 4
COc1ccc(-c2ccc(-c3nnc(-c4ccc([N+](=O)[O-])cc4)o3)cc2)cc1 | 9
Cc1cccc(C(=O)NC2CC(C)(C)NC(C)(C)C2)c1 | 0
CC1=C(C)C(O)N(C(C)(C)c2cc(Cl)cc(Cl)c2)C1=O (stereo not drawn) | -2

# The list is partial; rates above refer to the full screens.
